From PubChem
VHR inh abs = VHR1 phosphatase inhibitors, primary screen, biochemical, absorbance, uHTS. Dual specificity protein phosphatase 3 (Homo sapiens), P51452. AID 1654, 2009. inhibition, % at 13.3 µM. recombinant VHR phosphatase, pNPP absorbance. hit rate 0.52% among 290,000; in the data active = inhibition above about 50%; note: some compounds called inactive have numbers as strong as hits
PriA SSB inh = inhibitors of Klebsiella pneumoniae PriA binding to SSB C-terminal tail, primary screen, biochemical, AlphaScreen; PriA–SSB C-terminal tail interaction (Klebsiella pneumoniae); AlphaScreen SSBct-PriA binding, biotinylated peptide; inhibition, % at 33 µM; hit rate 0.6% among 430,000; in the data active = inhibition mostly above about 37%, no sharp cut-off; inactive = mostly below about 20%;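 note: plate controls were negative control peptide for no effect and reference peptide for full effect; strong numbers were not always called active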
BoNT-A LC inh2 = BoNT/A light chain protease inhibitors, primary screen, biochemical, flow cytometry, MLPCN library | Botulinum neurotoxin type A light chain protease (Clostridium botulinum A str. ATCC 3502) | multiplex microsphere protease substrate cleavage | inhibition, % at 10 µM | hit rate 0.17% among 360,000; note: plate controls were buffer without enzyme for full effect and enzyme alone for no effect
PfHsp40 yeast = rescue of yeast from PfHsp40 toxicity, primary screen, S. cerevisiae, ATP luminescence | S. cerevisiae expressing PfHsp40, growth rescue | growth rescue, % at 12.5 µM | hit rate 0.68% among 340,000; in the data active = growth rescue above about 28%, passing the limit was not always enough; inconclusive = no clear call, values can overlap the other calls;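 note: yeast W303a lacking pdr1 and pdr3 grown in galactose medium; growth measured after three days at 30 °C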
BH1578 lux ind = inducers of Vibrio cholerae quorum light production without autoinducers, primary screen, BH1578 luxS cqsA deficient, single point; V. cholerae BH1578 lux reporter, luminescence, 6 h; activation, % at 18.7 µM; AID 588436, 2011; hit rate 0.16% among 350,000; in the data active = activation mostly above about 9.7%, no sharp cut-off; inconclusive = no clear call, values can overlap the other calls; inactive = mostly below about 3.7%; note: not every result past the cut was called active; inactives centre near 0; reference of the scale not given here
CCHFV vOTU inh = CCHFV vOTU protease inhibitors, primary screen, biochemical, Pep-AMC substrate, fluorescence; AID 651958, 2012; inhibition, % at 11.5 µM; hit rate 0.55% among 370,000; in the data active = inhibition above about 30%; note: 0% = vehicle wells with enzyme and 100% = no enzyme wells
TcdB GH inh = TcdB glycohydrolase inhibitors, primary screen, biochemical, single point, plate reader; Toxin B (Clostridioides difficile), P18177; TcdB glycohydrolase enzymatic assay; inhibition, % at 9.99 µM; hit rate 0.24% among 350,000; AID 652162, 2013; in the data active = inhibition above about 10%
SARS 3CLpro inh = SARS-CoV 3CLpro protease inhibitors, primary screen, biochemical, quenched FRET; Replicase polyprotein 1ab (Severe acute respiratory syndrome coronavirus), P0C6X7; recombinant SARS-CoV 3CLpro, quenched FRET peptide cleavage; inhibition, % at 6 µM; hit rate 0.14% among 290,000; AID 1706, 2009; in the data active = inhibition above about 12%
Anthrax LF prot = Bacillus anthracis LF protease inhibitors, primary screen, biochemical, multiplex microsphere, MLPCN library. Lethal factor (Bacillus anthracis), P15917. inhibition, % at 10 µM. multiplex microsphere protease cleavage assay. hit rate 0.12% among 360,000; note: plate controls were buffer without enzyme for full effect and enzyme alone for no effect
Yp Topo-I inh = Yersinia pestis topoisomerase I inhibitors, primary screen, biochemical, cleavage product accumulation, plate reader, single point; DNA topoisomerase I (Yersinia pestis CO92); Y. pestis Topo-I cleavage product accumulation; activity, % at 10 µM; hit rate 0.064% among 360,000; in the data active = activity above about 50%, passing the limit was not always enough; inconclusive = no clear call, values can overlap the other calls; note: inactives centre near 2
Active calls of the source: *. Cut-off read from the data, not from the text of the source, unless noted: active = inhibition above about 30%; inconclusive = no clear call, values can overlap the other calls; inactive = below that. The list is partial; count on the stated rates, not on these rows.

[N-]=[N+]=NCCN1CCN(Cc2ccccc2)CCC1=O was read as VHR inh abs 36.0, PriA SSB inh -12.0, BoNT-A LC inh2 0.2, PfHsp40 yeast 0.8, BH1578 lux ind 1.6, CCHFV vOTU inh 4.9, TcdB GH inh 1.5, SARS 3CLpro inh 1.3, Anthrax LF prot -7.6 and Yp Topo-I inh 1.0.
`CC(=O)Nc1ccc(C2NC(=S)N(c3ccccc3C(F)(F)F)C(C)=C2C(=O)N2CCOCC2)cc1` (configuration not stated) gave VHR inh abs -15.2, PriA SSB inh 2.8, BoNT-A LC inh2 1.7, PfHsp40 yeast 0.5, BH1578 lux ind -2.1, CCHFV vOTU inh -3.3, TcdB GH inh -0.1, SARS 3CLpro inh 4.2, Anthrax LF prot -2.8 and Yp Topo-I inh -9.5.
For CCOC(=O)c1nnn2c1nc(N(CC)CC)c1ccccc12 the results were VHR inh abs 10.1, PriA SSB inh 0.7, PfHsp40 yeast 0.5, BH1578 lux ind inactive, CCHFV vOTU inh -0.5, TcdB GH inh 3.6, SARS 3CLpro inh 4.8 and Yp Topo-I inh -6.3.
Screening O=C(N/N=C/C(Br)=C/c1ccccc1)C(O)c1ccccc1 (configuration not stated) returned VHR inh abs 23.9, PriA SSB inh inactive, BoNT-A LC inh2 0.9, PfHsp40 yeast 2.0, BH1578 lux ind inactive, CCHFV vOTU inh -6.2, TcdB GH inh 1.1, SARS 3CLpro inh -4.7, Anthrax LF prot -5.5 and Yp Topo-I inh -0.7.
For Cc1cc(/C=N/NC(=O)c2nn(C)cc2Cl)c(C)n1-c1cccc(Br)c1 the results were VHR inh abs 2.9, BoNT-A LC inh2 -0.8, PfHsp40 yeast 2.4, BH1578 lux ind -0.8, CCHFV vOTU inh 7.9, TcdB GH inh -1.1, SARS 3CLpro inh -5.6, Anthrax LF prot -2.5 and Yp Topo-I inh 8.2.
Screening O=C(NCCc1ccc(C(F)(F)F)cc1)c1ccc(Cl)nc1 returned VHR inh abs 0.1, PriA SSB inh 0.1, BoNT-A LC inh2 1.6, PfHsp40 yeast -1.8, BH1578 lux ind inactive, CCHFV vOTU inh 5.3, TcdB GH inh 1.3, SARS 3CLpro inh 3.2, Anthrax LF prot -7.9 and Yp Topo-I inh 3.1.
Nc1nonc1-n1nnc(C(=O)c2ccccc2)c1-c1ccccc1 was read as VHR inh abs 2.4, PriA SSB inh -14.9, BoNT-A LC inh2 0.1, PfHsp40 yeast -0.9, BH1578 lux ind -0.4, CCHFV vOTU inh 10.1, SARS 3CLpro inh -1.1, Anthrax LF prot -0.2 and Yp Topo-I inh -0.3.
For CCOC(=O)c1c(C)[nH]c(C(=O)COC(=O)Cn2cc(C(F)(F)F)ccc2=O)c1C the results were PriA SSB inh -11.1, BoNT-A LC inh2 0.2, PfHsp40 yeast 0.1, BH1578 lux ind -5.7, CCHFV vOTU inh 5.5, TcdB GH inh 2.6, Anthrax LF prot 1.5 and Yp Topo-I inh -0.7.
`CC1(C)NC(C)(C)c2nonc2/C1=N\O` gave VHR inh abs 5.0, BoNT-A LC inh2 0.0, PfHsp40 yeast 0.0, BH1578 lux ind inactive, CCHFV vOTU inh 3.1, SARS 3CLpro inh 2.5, Anthrax LF prot 0.9 and Yp Topo-I inh -2.0.
CN1CCN(c2ccc(-c3cccc(NC(=O)COc4ccccc4)c3)nn2)CC1 was read as PriA SSB inh -12.2, BoNT-A LC inh2 -2.4, PfHsp40 yeast 0.0, BH1578 lux ind inactive, CCHFV vOTU inh -4.6, TcdB GH inh 0.8, Anthrax LF prot -1.0 and Yp Topo-I inh -2.4.
For CCN(CC(=O)Nc1ccc(NC(C)=O)cc1)C(=O)c1c(C)nn(Cc2ccc(C)cc2)c1Cl the results were PriA SSB inh -2.7, BoNT-A LC inh2 0.1, PfHsp40 yeast 1.0, BH1578 lux ind -8.1, CCHFV vOTU inh 11.0, TcdB GH inh 1.8, Anthrax LF prot -1.4 and Yp Topo-I inh 6.7.
For O=C(c1ccccc1)N1N=C(c2ccccc2)CC1c1ccccc1O (configuration not stated) the results were VHR inh abs 14.9, PriA SSB inh 5.5, BoNT-A LC inh2 -2.8, PfHsp40 yeast 6.6, BH1578 lux ind -0.4, CCHFV vOTU inh 3.4, TcdB GH inh 1.6, SARS 3CLpro inh 2.3, Anthrax LF prot -4.1 and Yp Topo-I inh 2.2.
`O=C(CC1Oc2ccccc2NC1=O)NC1CC1` (configuration not stated) gave VHR inh abs 35.7, BoNT-A LC inh2 -1.1, PfHsp40 yeast -1.2, BH1578 lux ind -0.2, CCHFV vOTU inh 1.3, TcdB GH inh 1.8, SARS 3CLpro inh -1.0, Anthrax LF prot 0.4 and Yp Topo-I inh 1.8.
Screening CC(Oc1ccccc1)C(=O)Nc1cccc(F)c1 (configuration not stated) returned VHR inh abs 1.4, PriA SSB inh -15.8, BoNT-A LC inh2 -0.4, PfHsp40 yeast 2.1, BH1578 lux ind -0.2, CCHFV vOTU inh -7.5, SARS 3CLpro inh 1.0, Anthrax LF prot -5.4 and Yp Topo-I inh 7.4.
Screening CC(=O)NC(=S)Nc1cccc([N+](=O)[O-])c1 returned VHR inh abs 24.7, PriA SSB inh -8.4, BoNT-A LC inh2 -0.7, PfHsp40 yeast -2.5, BH1578 lux ind -0.3, CCHFV vOTU inh 4.3, TcdB GH inh 0.3, SARS 3CLpro inh 2.1, Anthrax LF prot -4.0 and Yp Topo-I inh 3.4.

Quoted at random: 2 compounds from above, in no set order.
[N-]=[N+]=NCCN1CCN(Cc2ccccc2)CCC1=O was read as VHR inh abs 36.0, PriA SSB inh -12.0, BoNT-A LC inh2 0.2, PfHsp40 yeast 0.8, BH1578 lux ind 1.6, CCHFV vOTU inh 4.9, TcdB GH inh 1.5, SARS 3CLpro inh 1.3, Anthrax LF prot -7.6 and Yp Topo-I inh 1.0.
For CCOC(=O)c1nnn2c1nc(N(CC)CC)c1ccccc12 the results were VHR inh abs 10.1, PriA SSB inh 0.7, PfHsp40 yeast 0.5, BH1578 lux ind inactive, CCHFV vOTU inh -0.5, TcdB GH inh 3.6, SARS 3CLpro inh 4.8 and Yp Topo-I inh -6.3.

Further structures.
CCOC(=O)c1cn2nc(Oc3ccc(C(=O)OC)cc3)ccc2n1 was read as VHR inh abs 27.7, PriA SSB inh -9.1, BoNT-A LC inh2 0.8, PfHsp40 yeast 0.5, BH1578 lux ind -1.0, CCHFV vOTU inh -22.8, TcdB GH inh 0.0, SARS 3CLpro inh 10.7, Anthrax LF prot -3.5 and Yp Topo-I inh 2.7.
Screening Cc1ccc(C(=O)NC2CCN(CC(=O)Nc3cccc([N+](=O)[O-])c3)CC2)cc1 returned VHR inh abs 9.1, PriA SSB inh -4.9, BoNT-A LC inh2 -0.1, PfHsp40 yeast 0.4, BH1578 lux ind -1.0, CCHFV vOTU inh 9.3, TcdB GH inh -1.1, SARS 3CLpro inh 4.0, Anthrax LF prot -4.4 and Yp Topo-I inh -2.8.
COc1ccc(N(CC(=O)N/N=C(\C)CCc2ccccc2)S(=O)(=O)c2ccc(C)cc2)cc1 was read as VHR inh abs 13.8, BoNT-A LC inh2 -0.8, PfHsp40 yeast 0.9, BH1578 lux ind -0.6, CCHFV vOTU inh -8.6, TcdB GH inh 1.5, SARS 3CLpro inh 5.4, Anthrax LF prot -4.1 and Yp Topo-I inh 9.1.
CC1CCCN(CCC(=O)Nc2ccc3c(c2)CCC3)C1 (configuration not stated) was read as VHR inh abs 17.7, PriA SSB inh -6.6, BoNT-A LC inh2 -0.2, PfHsp40 yeast 1.1, CCHFV vOTU inh 5.7, SARS 3CLpro inh 2.1, Anthrax LF prot 0.4 and Yp Topo-I inh -6.8.
Screening CN1C(=O)c2ccc(C(=O)NCc3ccccn3)cc2C1=O returned VHR inh abs 12.5, PriA SSB inh -3.5, BoNT-A LC inh2 0.6, PfHsp40 yeast -0.7, BH1578 lux ind -4.5, CCHFV vOTU inh -7.3, TcdB GH inh 0.6, SARS 3CLpro inh -3.5, Anthrax LF prot -3.1 and Yp Topo-I inh -0.6.
For NC(=O)CN1C(=O)C(=O)N(Cc2ccccc2)C1=O the results were VHR inh abs -17.0, PriA SSB inh -4.6, BoNT-A LC inh2 -2.4, PfHsp40 yeast 0.6, BH1578 lux ind inactive, CCHFV vOTU inh -3.7, TcdB GH inh -0.6, SARS 3CLpro inh -2.0, Anthrax LF prot -12.1 and Yp Topo-I inh 3.9.
`CCc1ccc(C2c3[nH]c4ccccc4c3CCN2C(=O)c2ccc(=O)n(C)n2)cc1` (configuration not stated) gave VHR inh abs 17.7, PriA SSB inh 20.3, BoNT-A LC inh2 -1.1, PfHsp40 yeast -1.7, BH1578 lux ind -4.1, CCHFV vOTU inh -1.7, TcdB GH inh 0.9, SARS 3CLpro inh 5.0, Anthrax LF prot -0.4 and Yp Topo-I inh 33.9.
For COc1ccc(S(=O)(=O)N2CCC3CC2c2c(-c4ccc(C(F)(F)F)cc4)cccc23)cc1 (configuration not stated) the results were BoNT-A LC inh2 -0.8, CCHFV vOTU inh 10.4, TcdB GH inh -1.0 and Anthrax LF prot 5.7.
Screening CC1CCN(C(=O)C2CCN(S(=O)(=O)c3cnc[nH]3)CC2)CC1 returned VHR inh abs -16.7, PriA SSB inh -13.0, BoNT-A LC inh2 -0.5, PfHsp40 yeast 0.8, CCHFV vOTU inh 1.2, SARS 3CLpro inh -1.8, Anthrax LF prot -4.7 and Yp Topo-I inh 9.8.
Screening Cc1sc2nc(SCC(=O)NCCO)n(C)c(=O)c2c1C returned VHR inh abs 6.5, PriA SSB inh 8.4, BoNT-A LC inh2 inconclusive, PfHsp40 yeast 2.3, BH1578 lux ind inactive, CCHFV vOTU inh 2.3, SARS 3CLpro inh -0.4, Anthrax LF prot -10.5 and Yp Topo-I inh -7.7.
Screening O=C(Nc1ccc(N2CCCCC2)cc1)c1ccc2c(c1)OCCO2 returned VHR inh abs -6.7, PriA SSB inh -12.9, BoNT-A LC inh2 inconclusive, PfHsp40 yeast 1.9, BH1578 lux ind inactive, CCHFV vOTU inh 16.4, SARS 3CLpro inh 4.5, Anthrax LF prot -3.4 and Yp Topo-I inh 0.3.
For O=C(Nc1ccccc1C(=O)O)c1cc(S(=O)(=O)N2CCOCC2)cs1 the results were VHR inh abs 9.9, PriA SSB inh -12.7, BoNT-A LC inh2 0.4, PfHsp40 yeast -1.8, BH1578 lux ind inactive, CCHFV vOTU inh 8.9, TcdB GH inh 0.1, SARS 3CLpro inh 5.6, Anthrax LF prot -2.8 and Yp Topo-I inh -4.0.
For Cc1c(C(=O)Nc2ccccc2)cn2c(nc3ccccc32)c1C#N the results were VHR inh abs -1.2, PriA SSB inh -1.0, BoNT-A LC inh2 0.0, PfHsp40 yeast 8.4, BH1578 lux ind -0.4, CCHFV vOTU inh 0.5, TcdB GH inh 0.6, SARS 3CLpro inh 1.5, Anthrax LF prot -2.6 and Yp Topo-I inh 3.3.
For Cc1cc(C)nc(Nc2ccc(N3CCOCC3)cc2)n1 the results were VHR inh abs -0.9, PriA SSB inh 13.4, BoNT-A LC inh2 0.5, PfHsp40 yeast -1.1, BH1578 lux ind -0.4, CCHFV vOTU inh 6.0, SARS 3CLpro inh 2.5, Anthrax LF prot -8.0 and Yp Topo-I inh -4.2.
